# M18AAP inhibitor – PfM18AAP enzyme inhibition; inhibition, % at 7.35 µM; recombinant PfM18AAP, H-Glu-NHMec fluorogenic cleavage; actives 1.2% (n = 290,000);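 active = inhibition above the campaign mean inhibition over all tested compounds plus 3 SD, cut at about 28% in these data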;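 also: 0% = plate median of test compound wells and 100% = 2 mM ZnCl2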
# IMP-1 inhibitor – inhibitors of Pseudomonas aeruginosa IMP-1 metallo-beta-lactamase | actives 0.45% (n = 290,000) | purified IMP-1, nitrocefin hydrolysis, epi-absorbance fluorescence | inhibition, % at 5.6 µM;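 active = inhibition above the mean plus 3 SD of all compounds in the same screening run, cut at about 4.5% in these data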;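 also: 0% = IMP-1 with DMSO and 100% = DMSO wells lacking enzyme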
#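 Assay system: purified recombinant IMP-1 beta-lactamase. Input: IMP-1 0.2 nM before substrate addition. Buffer or medium: Zinc- and detergent-supplemented HEPES buffer, pH 7.1. Schedule: 25 °C, 15 min preincubation, 25 min reaction. Signal: Epi-absorbance fluorescence, 480 nm excitation, 530 nm emission. Evaluation: percent inhibition from optical density relative to buffer-blank wells.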
# PHOSPHO1 inh – PHOSPHO1 (human) inhibition; recombinant PHOSPHO1, absorbance phosphatase assay; inhibition, % at 13.3 µM; actives 1.1% (n = 290,000); AID 1565; in the data active = inhibition above about 60%
# GPR7 antagonist – antagonists of human GPR7 (neuropeptides B/W receptor 1); GPR7-expressing cells, fluorescence antagonist assay; inhibition, % at 4.4 µM; actives 1.1% (n = 290,000); in the data active = inhibition above about 16%, passing the limit was not always enough;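 also: cells stimulated with the agonist NPW; 0% = agonist with vehicle and 100% = vehicle without agonist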
# VIM-2 inhibitor – inhibitors of Pseudomonas aeruginosa VIM-2 metallo-beta-lactamase; purified VIM-2, nitrocefin hydrolysis, epi-absorbance fluorescence; actives 0.89% (n = 290,000); inhibition, % at 5.6 µM;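 active = inhibition above the mean of all tested compounds plus 3 SD, cutoff set per screening run, cut at about 7.5% in these data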;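 also: red hydrolysis product quenches plate fluorescence so inhibitors raise well fluorescence; 0% = enzyme with DMSO and 100% = DMSO without enzyme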
# IDE cell activ – IDE (human) activation, cell-based | P14735 | HEK cells, FAbeta-B cleavage, fluorescence polarization; 0% vehicle, 100% cell-free pure enzyme wells | activation, % at 5.96 µM | actives 0.073% (n = 340,000) | AID 493087;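 active = activation above the mean of all tested compounds plus 3 SD, set per screening campaign, cut at about 17% in these data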
# NALP1 inh – NALP1 inhibition | inhibition, % at 10 µM | actives 0.61% (n = 280,000) | S. cerevisiae NALP1/ASC/caspase-1 growth, X-gal OD620, 72 h; in the data active = inhibition mostly above about 24%, no sharp cut-off; inactive = mostly below about 32%; also: some compounds called inactive have numbers as strong as hits
# IDE cell inh – inhibitors of human insulin-degrading enzyme in cells; P14735; HEK cells, FAbetaB cleavage, fluorescence polarization; inhibition, % at 5.59 µM; actives 0.41% (n = 320,000);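 active = percent inhibition above the average of all tested compounds plus 3 SD, set per screening campaign, cut at about 16% in these data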;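 also: IDE supplied by intact live HEK cells; FP after avidin binding of uncleaved biotin substrate so inhibition keeps polarization high; 0% = DMSO wells and 100% = 60 µM reference IDE inhibitor Ii1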
# pCIP destab – compounds decreasing mouse p/CIP protein stability; Q05BA5; decrease of EGFP signal, % at 10 µM; F442A p/CIP-EGFP cells, EGFP fluorescence, 16 h; actives 0.01% (n = 290,000);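 active = EGFP signal decrease of at least 30% at 10 µM or well 3 SD below plate mean, unless failing retest; inactive = the rest, including hits failing retest or dose response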; also: some compounds called inactive have numbers as strong as hits; many of its hits are not listed in these tables
# Target sequence (Q05BA5 1-1403): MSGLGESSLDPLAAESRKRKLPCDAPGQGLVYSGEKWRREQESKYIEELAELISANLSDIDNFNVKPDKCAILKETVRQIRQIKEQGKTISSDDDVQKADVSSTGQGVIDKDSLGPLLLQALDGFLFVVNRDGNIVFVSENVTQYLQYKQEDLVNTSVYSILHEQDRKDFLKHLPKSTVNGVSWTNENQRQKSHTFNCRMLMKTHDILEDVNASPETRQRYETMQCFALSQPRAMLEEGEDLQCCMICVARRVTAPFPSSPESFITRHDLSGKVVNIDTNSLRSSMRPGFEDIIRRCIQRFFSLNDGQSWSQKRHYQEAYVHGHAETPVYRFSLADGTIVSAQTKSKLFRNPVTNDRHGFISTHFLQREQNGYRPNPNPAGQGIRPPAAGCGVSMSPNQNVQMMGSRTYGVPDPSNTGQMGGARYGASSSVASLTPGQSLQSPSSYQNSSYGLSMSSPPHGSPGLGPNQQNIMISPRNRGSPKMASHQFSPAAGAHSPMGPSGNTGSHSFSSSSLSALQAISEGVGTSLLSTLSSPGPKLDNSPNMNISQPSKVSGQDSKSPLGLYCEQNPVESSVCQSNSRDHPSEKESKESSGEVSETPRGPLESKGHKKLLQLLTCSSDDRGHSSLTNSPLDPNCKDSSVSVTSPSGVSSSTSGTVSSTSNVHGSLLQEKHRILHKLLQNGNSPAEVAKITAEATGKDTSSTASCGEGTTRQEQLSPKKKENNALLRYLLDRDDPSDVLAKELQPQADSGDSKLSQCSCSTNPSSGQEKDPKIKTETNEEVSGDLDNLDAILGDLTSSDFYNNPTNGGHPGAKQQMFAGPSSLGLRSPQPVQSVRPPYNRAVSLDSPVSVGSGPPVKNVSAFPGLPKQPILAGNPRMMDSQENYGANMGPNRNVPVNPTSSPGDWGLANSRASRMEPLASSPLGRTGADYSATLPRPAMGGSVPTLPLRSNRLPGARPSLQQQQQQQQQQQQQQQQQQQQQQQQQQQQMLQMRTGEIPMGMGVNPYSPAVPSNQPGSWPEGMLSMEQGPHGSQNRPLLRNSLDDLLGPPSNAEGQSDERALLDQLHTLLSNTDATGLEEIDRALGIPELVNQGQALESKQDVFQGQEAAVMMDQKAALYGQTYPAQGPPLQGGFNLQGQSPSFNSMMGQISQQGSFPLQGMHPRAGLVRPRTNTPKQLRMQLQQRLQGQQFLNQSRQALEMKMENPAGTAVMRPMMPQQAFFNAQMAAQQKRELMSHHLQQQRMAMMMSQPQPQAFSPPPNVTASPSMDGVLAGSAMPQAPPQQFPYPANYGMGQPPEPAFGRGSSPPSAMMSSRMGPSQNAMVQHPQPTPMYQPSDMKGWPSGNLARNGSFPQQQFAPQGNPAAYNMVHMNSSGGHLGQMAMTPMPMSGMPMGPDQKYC
# * hit, by the source's call; . = not tested or not shown; & = joins results of further samples.
SMILES,M18AAP inhibitor,IMP-1 inhibitor,PHOSPHO1 inh,GPR7 antagonist,VIM-2 inhibitor,IDE cell activ,NALP1 inh,IDE cell inh,pCIP destab
CC(C)CC(=O)N1CCC(O)(CS(=O)(=O)Cc2ccccc2)CC1,-8,-2.8,48,-2,-1.4,3,-9,5,-6
Cc1cc(C)cc(OCC(=O)Nc2ccccc2N2CCCCC2)c1,8,-3.2,-7,-17,-2.2,4,20,3,-1
COc1ccc(CNC(=O)Nc2ccc(C)cc2C)cc1,-9,-3.6,6,-12,-2.9,4,4,0,-2
COc1ccc(NC(=O)C(Cc2ccccc2)n2cccc2)cc1 (stereo unspecified),2,-3.8,18,-8,-1.8,0,.,2,-3
Cn1c(=O)[nH]c(=O)c2c1nc(CN1CCN(c3ccccc3F)CC1)n2CCCc1ccccc1,2,-3.7,-19,-24,-3.5,-3,16,9,-6
CN(Cc1nc2ccccc2c(=O)[nH]1)Cc1nc2ccsc2c(=O)[nH]1,3,-1.3,37,-11,-3.1,-5,-45,6,-2
Cc1ccc(S(=O)(=O)Nc2nc(C)c(NC(=O)OCCCl)s2)cc1,3,1.9,8,4,-0.1,-2,17,2,-8
COC(=O)c1ccc(CN2C(=O)NC(Cc3c[nH]c4ccccc34)C2=O)cc1 (stereo unspecified),-3,-0.8,28,-20,-3.0,7,4,-1,-17
CCN(C(=O)c1cc2c(=O)[nH]c3ccc(C)cc3c2s1)c1ccc(OC)cc1,0,-2.8,28,-18,-2.7,2,6,-4,-8
O=[N+]([O-])c1cc(C(F)(F)F)ccc1NCCCCNS(=O)(=O)c1ccc2ccccc2c1,-11,-1.1,-14,-9,0.0,6,2,1,-23
Cn1c(N)c(-c2nc3cccnc3n2C)sc1=S,4,-3.1,4,-14,-1.0,3,10,-1,-12
CCCCCCCC(=O)N/N=C(\C)c1ccc(N)cc1,2,-2.4,12,-2,-4.9,.,2,2,0
Cc1cccc(C)c1NC(=O)CN,-4,-1.8,45,-12,-1.1,6,.,7,0
CC(=O)Nc1ccc(NC(=O)CSc2nncn2C)cc1,-1,-2.9,34,-14,-0.9,2,-1,2,0
Cc1occc1-c1nnc(SCC(=O)NC2CC2)n1C,1,-1.4,38,-15,-1.1,5,0,-1,6
Cc1ccc(C(=O)Nc2ccc(N3CCN(C(=O)c4ccco4)CC3)cc2)c(Cl)c1,4,-0.8,14,9,-0.3,4,2,-3,14
O=C(COc1ccc(Cl)cc1Cl)OCn1nnc2ccccc2c1=O,-5,-0.7,-16,3,1.8,4,2,-5,-1
O=C1CSC(c2ccccc2)N1CC(O)c1ccc([N+](=O)[O-])cc1 (stereo unspecified),-10,-0.9,-5,7,-0.8,2,43,2,3
Cc1cc(C)c(OCCNC(=O)c2ccccc2Sc2ccccc2C#N)c(C)c1,-2,-1.0,-7,-2,1.2,1,27,-1,-7
CCCC(=O)Nc1c(-c2ccccc2)c(=O)c(C)nn1-c1ccc(C)cc1,1,-2.6,15,-9,-4.3,2,.,-1,-13
CCn1cc(S(=O)(=O)Nc2cc(F)ccc2C)cn1,-9,-4.9,8,9,-4.8,3,11,2,13
Cc1ccc2c(c1C)NC(C(=O)O)C1CC=CC21 (stereo unspecified),.,.,62*,.,.,3,10,4,-8
Cc1c(Cl)cccc1NC(=O)CCC(=O)NNC(=O)c1ccco1,-1,-1.3,-1,-3,-2.0,4,23,-2,-12
COc1ccccc1NC(=O)c1cc[n+]([O-])cc1,1,-1.8,-180,-13,-1.6,0,11,1,-2
CCN1CCSc2ccc(C(=O)NCc3ccccc3F)cc21,7,-1.4,7,-5,-3.0,5,22,-1,6
Cc1cc(C(=O)NNc2ccc(C(C)C)cc2)n(C(C)(C)C)n1,12,-1.0,18,-5,-2.6,3,.,-3,-1
O=C(CN1C(=O)C2C3C=CC(C3)C2C1=O)N1CCc2ccccc2C1 (stereo unspecified),3,-3.7,-2,-4,-1.7,1,6,3,0
CCOc1ccc(CC(=O)Nc2cccc(-c3ccc4nnc(C)n4n3)c2)cc1,-3,-3.5,-20,-7,-1.3,2,8,-1,0
CCCCS(=O)(=O)CC(COc1ccccc1)OC(=O)c1ccccc1 (stereo unspecified),-2,0.6,4,5,-1.3,-2,7,1,5
COc1ccc2cc(C(=O)NCC3CCCO3)[nH]c2c1 (stereo unspecified),-1,-4.7,34,-2,-0.9,3,8,0,6
CCC1CCCCN1CCNC(=O)c1[nH]c(C)c(C(C)=O)c1C (stereo unspecified),2,-0.2,-7,-10,-2.6,-1,5,4,-7
CCOc1ccc(S(=O)(=O)N(C)CC(=O)NCc2ccccn2)cc1,-8,-1.0,32,-2,-1.9,1,17,-2,-11
COc1cccc(CC(NC(C)=O)C(=O)NC2CCN(S(=O)(=O)c3ccc(C)cc3)CC2)c1OC (stereo unspecified),1,-2.5,-1,-12,-2.3,7,-7,-1,-11
O=C1CC[C@@H](CN(Cc2ccccn2)Cc2nc(Cc3cccc(C(F)(F)F)c3)no2)N1,5,0.5,34,-2,-3.4,2,3,3,-12
Fc1cccc(CCN2C(=S)NC[C@@H]2CC2CCCCC2)c1,.,.,34,.,.,4,.,-1,-22
O=C(Nc1ccc(N2CCN(C(=O)c3ccco3)CC2)cc1)c1ccc(Br)cc1,-3,-1.9,-4,3,-1.8,-4,19,9,-3
O=C1SC(SCc2ccccc2)=N/C1=C\c1ccc(C(=O)O)cc1,4,1.4,9,-5,-1.6,5,2,-1,7
O=C(O)Cn1c(O)c(C=Nc2ccccc2)sc1=S,10&10,-2.3&2.1,10&17,7&4,-3.7&-3.0,1&3,-2&12,2&6,-8&-2
CCOC(=O)c1c(C)[nH]c(C=O)c1Cc1cccc(Cl)c1,-4,-0.9,-8,-9,0.9,-1,41,1,-7
c1ccc(-c2nc(N3CCCC3)nc3ccccc23)cc1,0,-1.7,37,-13,0.6,3,15,1,-3
O=C(NCCCO)NC(=S)c1cccc2ccccc12,-16,-1.7,51,0,0.0,-9,-37,0,-3
CC(C)(C)NC(=O)C1CCC(CNS(=O)(=O)c2cccc3nsnc23)CC1 (stereo unspecified),4,-1.9,58,-15,-2.8,5,-4,1,3
COc1ccccc1C1/C(=C(\O)c2ccc3c(c2)OCCO3)C(=O)C(=O)N1CCCn1ccnc1 (stereo unspecified),9,-1.8,8,0,-1.2,2,-8,10,-12
CCCc1nc2ccc(NC(=O)c3cccs3)cc2c(=O)n1Cc1ccc(Cl)cc1,0,-3.1,-4,-4,-4.5,2,-2,6,-11
COc1cc(/C=N/N2C(C)CCCC2C)cc(OC)c1O (stereo unspecified),39*,-3.3,16,-5,-0.5,3,3,5,-14
CCc1ccc(C(=O)NNc2ccc(F)cc2F)cc1,14,-3.7,22,1,-0.8,7,.,3,-2
O=C(NC1CCCCC1)C(c1ccc2ncccc2c1)N(Cc1ccco1)C(=O)c1ccc2c(c1)OCCO2 (stereo unspecified),-9,-0.7,24,2,1.3,1,12,-5,-7
COc1ccc(C(=O)Nc2c(N)nc(SCC(=O)NCC3CCCO3)[nH]c2=O)cc1 (stereo unspecified),-3,-1.4,38,-8,-0.7,-5,12,-5,12
COc1ccc(CN2CCN(C(C)C(=O)NC(C)c3ccc(F)cc3)CC2)cc1F (stereo unspecified),-4,-4.9,-14,-7,-0.2,-4,8,3,-3
COC(=O)c1ccc2nc(-c3ccc4c(c3)OCO4)cn2c1,-1,-3.3,54,-9,-0.1,-6,-16,11,2
O=C1C(CCS(=O)c2ccccc2)C(=O)N(c2ccccc2)N1c1ccccc1 (stereo unspecified),-40,-3.3,-9,-7,-1.6,-2,23,1,10
COc1ccc(CNC(=O)/C=C/c2ccc(OCCCF)cc2)cc1,3,-1.0,11,1,-4.0,3,12,-5,-9
CCOc1ccc(C(=O)NCC(=O)N2CCN(c3ccccc3O)CC2)cc1,13,-1.8,4,-6,0.1,0,14,2,-2
CC(C)c1ccc(CN2CCC(Oc3ccc(C(=O)N4CCCC4)cc3)CC2)cc1,1,-1.0,-5,2,-0.8,-1,11,0,5
O=C(NC(=S)N1CCOCC1)C12CCC3CC(CC(C3)C1)C2,-8,-3.1,12,-5,-1.9,3,22,0,-5
O=C(c1ccc2nc[nH]c2c1)N1CCN(c2cccc(C(F)(F)F)c2)CC1,-13,-1.1,31,10,-1.1,4,23,.,-9
C[C@@H](C(=O)O)[C@H]1C[C@]1(C)[C@H](NC(=O)OCc1ccccc1)c1ccccc1,3,0.0,-11,10,1.0,4,23,-2,-7
CCCC(=O)Nc1c(-c2ccccc2OC)c(=O)c2ccccc2n1C,6,-2.8,37,-6,-1.6,6,19,0,-6
CCN1CCC(=NNC(=O)c2ccc(C)c([N+](=O)[O-])c2)CC1,-6,-2.5,26,-7,-1.4,-2,2,3,-6
C[C@H](NC(=O)c1ccccc1)C(=O)Nc1nc(-c2ccccn2)cs1,6,-3.1,2,-9,-4.4,-1,-21,0,5

# The last 5 records of the part before lead into the next.
SMILES,M18AAP inhibitor,IMP-1 inhibitor,PHOSPHO1 inh,GPR7 antagonist,VIM-2 inhibitor,IDE cell activ,NALP1 inh,IDE cell inh,pCIP destab
O=C(c1ccc2nc[nH]c2c1)N1CCN(c2cccc(C(F)(F)F)c2)CC1,-13,-1.1,31,10,-1.1,4,23,.,-9
C[C@@H](C(=O)O)[C@H]1C[C@]1(C)[C@H](NC(=O)OCc1ccccc1)c1ccccc1,3,0.0,-11,10,1.0,4,23,-2,-7
CCCC(=O)Nc1c(-c2ccccc2OC)c(=O)c2ccccc2n1C,6,-2.8,37,-6,-1.6,6,19,0,-6
CCN1CCC(=NNC(=O)c2ccc(C)c([N+](=O)[O-])c2)CC1,-6,-2.5,26,-7,-1.4,-2,2,3,-6
C[C@H](NC(=O)c1ccccc1)C(=O)Nc1nc(-c2ccccn2)cs1,6,-3.1,2,-9,-4.4,-1,-21,0,5
Cc1cc(-c2ccccc2)nc2cc(C(=O)NCCCn3ccnc3)nn12,-3,-1.2,-1,0,17*,-3,-45,5,4
CC1(C)CC2CC(C)(CN2Cc2c(O)ccc3ccccc23)C1 (stereo unspecified),-2,-0.1,-24,-11,-2.5,-5,0,4,-2
CCCCCC1(C)NC(=S)N(c2ccccc2)N1 (stereo unspecified),15,-4.2,28,-7,-4.3,3,-2,1,9
COc1ccc(CN(C)C(=O)COC(=O)c2ccc3c(c2)OCO3)cc1OC,-5,0.4,12,-2,-2.7,5,-7,-4,0
CCOC(=O)C1=C(C)N=c2s/c(=C/c3cccc([N+](=O)[O-])c3O)c(=O)n2C1c1ccc(OC)cc1OC (stereo unspecified),26,-10,8,-17,-2.2,-7,11,5,-28
O=C(CSc1nc(-c2ccccc2)cc(C(F)(F)F)n1)c1cccc([N+](=O)[O-])c1,9,-0.6,-9,6,0.5,-3,14,-2,5
COc1cc(/C=N\Nc2nc3ccccc3[nH]2)cc(OC)c1OC,11,-4.4,60,-1,-4.4,5,6,2,-13
N#CCc1nc2c3c4c(sc3ncn2n1)CCCC4,0,-4.2,-14,-6,6.1,-3,-5,.,-6
COc1ccc(C(C[N+](=O)[O-])c2c(-c3ccccc3)cc3ccccn23)cc1OC (stereo unspecified),21,-4.4,-7,-10,-1.1,-3,8,5,3
CCOC(=O)C1CCN(c2cc(C)nc3cc(-c4cccc(F)c4)nn23)CC1,-2,-1.7,-4,-4,-0.4,-2,-9,0,-16

# Source: PubChem BioAssay (several laboratories)
